Screening data as filed in PubChem BioAssay.
RGS4 block: human RGS4 inhibition | P49798 | HEK293 M3R/RGS4 inducible, Fluo-4 calcium flux; stronger effect = higher value; triggered by carbachol at its EC20 | B-score at 10 µM | 310,000 compounds, 0.45% hits | AID 463165;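 active = B-score, a plate-corrected calcium signal, over three deviations above library mean, with baseline fluorescence within five deviations of library mean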;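 note: RGS4 expression induced by doxycycline in cells with stable M3 receptor; B-score is computed from the integrated fluorescence ratio over baseline after carbachol; higher B-score means a larger calcium signal and so more RGS4 inhibition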
Target sequence (P49798 whole entry, looked up): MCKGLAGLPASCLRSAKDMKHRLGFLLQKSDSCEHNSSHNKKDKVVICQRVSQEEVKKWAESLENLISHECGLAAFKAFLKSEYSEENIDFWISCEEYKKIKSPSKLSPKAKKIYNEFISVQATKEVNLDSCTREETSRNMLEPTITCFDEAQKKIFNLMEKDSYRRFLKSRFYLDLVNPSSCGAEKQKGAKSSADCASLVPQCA
MrgX1 PAM: human MrgX1 positive allosteric modulation, primary screen | MrgX1-HEK293, Fluo-4 calcium flux, FDSS; stronger effect = higher value | B-score at 10 µM | 310,000 compounds, 0.63% hits | AID 588675;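 active = plate-corrected calcium response at least 3 library SD above typical, normal starting fluorescence, not activating the receptor alone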;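 note: compound read alongside a low EC10 to EC30 dose of BAM8-22 agonist; peak minus trough fluorescence over baseline measured at the second addition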
Target sequence (Q96LB2 whole entry, looked up): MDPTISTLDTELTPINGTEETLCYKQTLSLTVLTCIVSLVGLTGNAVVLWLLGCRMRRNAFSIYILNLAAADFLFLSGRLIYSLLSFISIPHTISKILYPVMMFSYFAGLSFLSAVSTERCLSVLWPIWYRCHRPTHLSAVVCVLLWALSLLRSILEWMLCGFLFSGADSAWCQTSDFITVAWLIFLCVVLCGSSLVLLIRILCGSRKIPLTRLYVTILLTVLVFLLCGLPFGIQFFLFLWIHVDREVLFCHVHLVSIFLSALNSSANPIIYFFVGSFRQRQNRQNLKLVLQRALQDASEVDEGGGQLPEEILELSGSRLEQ
MrgX1 agonist: human MrgX1 receptor agonism, primary screen | B-score at 10 µM | MrgX1-HEK293 cells, Fluo-4 calcium fluorescence, agonist mode; stronger effect = higher value | 310,000 compounds, 0.44% hits | Q96LB2;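 active = calcium response B-score plate-corrected fluorescence ratio at least 3 library SD, with starting fluorescence B-score inside 5 SD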
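Material: HEK293 cells stably expressing human MrgX1 receptor | Quantity: 15,000 cells per well | Times: Cells plated overnight, dye loaded 0.5 h 37 °C, 0.5 h room temperature | Measured by: Kinetic Fluo-4 NW fluorescence of intracellular calcium | Control set: Positive and negative controls per plate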
MrgX1 antag: human MrgX1 receptor antagonism, primary screen; Q96LB2; MRGX1-HEK293 calcium flux, Fluo-4, BAM8-22 antagonism; stronger effect = lower value; B-score at 10 µM; 310,000 compounds, 1.3% hits; AID 588676;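 active = calcium-response B-score plate-corrected more than 3 library SD below zero, starting fluorescence within 5 deviations, no agonist response on first addition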;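 note: peak minus trough fluorescence over baseline after final BAM8-22 challenge near maximal dose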
Platelet DG rel: modulates dense granule release in human platelets; AID 1663; inhibition, %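 (compounds screened at 7.5 µM in platelet-rich plasma)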; human platelet-rich plasma, SFLLRN dense granule ATP release, luminescence; 300,000 compounds, 0.22% hits;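 active = mean replicate score, as percent of positive control, at or above 50; inconclusive = mean below 50 but at least one replicate at or above 50; inactive = mean and every replicate below 50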
RGS4 pot: RGS4 potentiation or activation; HEK293 M3R/inducible RGS4, carbachol calcium flux Fluo4; stronger effect = lower value; B-score at 10 µM; 310,000 compounds, 0.92% hits; AID 463111;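 active = B-score of the integrated calcium signal more than 4 SD below the library mean, with starting fluorescence not abnormally high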;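 note: negative B-score means reduced calcium response which marks RGS4 activation or potentiation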
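test system = HEK293 cells with stable M3R and inducible RGS4 | schedule = recording 10 s baseline at 1 Hz, 100 s post-agonist | technique = Fluo4-AM (2 µM) calcium-flux fluorescence, kinetic read | measure = Agonist-evoked peak-minus-minimum fluorescence over baseline, integrated ratio, B score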
TRPC4 inh: TRPC4 (mouse) channel inhibition; Q9QUQ5; HEK293 TRPC4beta/mu-opioid, DAMGO-evoked Fluo4 calcium flux; stronger effect = lower value; B-score at 10 µM; 300,000 compounds, 0.39% hits; AID 2247;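 active = B-score over 3 SD under the library average, no early fluorescence shift, positive overall ratio signal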
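System: stable TRPC4beta/mu-opioid receptor HEK293 cells; Dosing: single-point compound dosing; Measured by: Fluo4 Ca2+ flux fluorescence; Read-out basis: per-well B score of integrated baseline-normalized Fluo4 ratio.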
HIF activator: HIF pathway transcriptional activation | U2OS HRE-luciferase reporter, luminescence; normalized: DMSO 0%, desferrioxamine 100% | activation, % at 7.5 µM (by protocol) | 300,000 compounds, 0.32% hits | AID 1910;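 active = mean activation of at least 10% of the iron chelator positive control signal, with at least half of replicates also reaching 10%; inconclusive = mean and replicate majority disagree about reaching 10%; inactive = mean and most replicates under 10%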
TRPC6 inhibitor: blocks the mouse TRPC6 cation channel | AID 2553 | B-score at 10 µM | Q61143 | 310,000 compounds, 1.1% hits | HEK293-TRPC6, membrane potential dye, ACh-evoked depolarization; stronger effect = lower value;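 active = B-score under library mean minus 3 SD, initial fluorescence not abnormally high, positive integrated signal ratio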;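 note: B-score derived from integrated fluorescence ratio over the kinetic read; more negative B-score means stronger inhibition of depolarization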
TRPC6 act: mouse TRPC6 channel activation; B-score at 10 µM; HEK293-TRPC6 membrane potential dye fluorescence; stronger effect = higher value; Q61143; 310,000 compounds, 0.13% hits;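 active = B-score of the integrated fluorescence ratio above library mean plus 3 SD, and starting fluorescence ratio within library mean plus 5 SD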;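 note: higher score means more depolarization so channel activation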
SKKanGAS inh: blocks kanamycin growth of S. pyogenes SKKanGAS strain; inhibition, % at 7.5 µM; 300,000 compounds, 1.3% hits; BacTiter-Glo, 6 h;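 active = mean replicate score, as percent of positive control median, at least 50; inconclusive = mean below 50 but one replicate at or above 50; inactive = mean and every replicate below 50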;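 note: strain carries kanamycin resistance gene driven by streptokinase promoter and grows in 40 µg/ml kanamycin; loss of luminescence reflects streptokinase promoter inhibition or plain growth inhibition; 0% = median of DMSO wells and 100% = positive control at its reference dose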
Numbers without * were called inactive; i = inactive; u = inconclusive; x = no result given.

SMILES	RGS4 block	MrgX1 PAM	MrgX1 agonist	MrgX1 antag	Platelet DG rel	RGS4 pot	TRPC4 inh	HIF activator	TRPC6 inhibitor	TRPC6 act	SKKanGAS inh
CC(C)(C)c1ccc(C(=O)N/C(=C/c2cccs2)C(=O)NCc2ccco2)cc1	i	i	i	i	-9	i	i	0.3	i	i	6
CCOC(=O)CCC(NC(=O)c1ccc(NCN2C(=O)CCC2=O)cc1)C(=O)OCC (stereo not drawn)	i	i	i	i	26	i	i	0.1	i	i	1
CC1(C)CC(=O)c2cc3c(N)c(C(=O)NCc4ccccc4)sc3nc2C1	i	i	i	i	7	i	i	-11	i	i	7
Cc1ccc(NC(=O)c2ccc(-c3nn(C)c(=O)c4ccccc34)cc2)c(C)c1	i	i	i	i	-3	i	i	-0.5	i	i	6
CCOC(=O)CNC(=O)N1CCCC(C(=O)c2ccc3c(c2)OCO3)C1 (stereo not drawn)	i	i	i	i	9	i	i	0.1	i	i	1
CCCc1nc2ccccc2c(=O)n1/N=C/c1c(C)[nH]n(-c2ccc(C)cc2)c1=O	i	i	78*	i	21	i	i	-0.4	i	i	97*
COc1ccc(N(CC(=O)NCc2ccc(F)cc2)C(=O)CCC(=O)Nc2nccs2)cc1	i	i	i	i	-2	i	i	0.0	i	i	1
C#CCNC(=O)C1=C[C@@H](c2ccccc2)[C@H](CCCO)[C@@H](OCC)O1	i	i	i	i	1	i	i	1.2	i	i	1
Cc1nccn1CC(=O)N/N=C/c1ccc(O)c(O)c1	i	i	i	i	1	i	i	0.5	i	i	0
CCn1nc(NS(=O)(=O)c2ccc([N+](=O)[O-])cc2)c2cc3ccccc3nc21	i	i	i	i	9	i	i	0.1	i	i	8
COc1cccc(NC(=O)CN(C)CC(=O)Nc2ccc(C)c([N+](=O)[O-])c2)c1	i	i	i	i	10	i	i	2.6	i	i	-2
CC(=O)N/C(=C\c1ccccc1)C(=O)OCC(=O)N(C)C1CCCCC1	i	i	i	i	-11	i	i	-0.5	i	i	0
CS(=O)(=O)c1ccc(C(=O)OCC(=O)NNC(=O)COc2ccc(Cl)cc2)cc1	i	i	i	i	1	i	i	-1.2	i	i	1
CN1CCc2c(sc3c2C(=O)NC(c2ccc(-c4cccc(Cl)c4)o2)N3)C1 (stereo not drawn)	i	i	i	i	10	i	i	0.3	i	i	-1
CNC(=O)N(O)C1N(/N=C/c2cccs2)C(=S)SC1(C)C (stereo not drawn)	i	i	i	i	4	i	i	0.7	i	i	-2
CC(C)(C)c1ccc(-c2nnc(SCC(=O)Nc3sc4c(c3C#N)CCCC4)o2)cc1	i	i	i	i	-27	i	i	-0.1	i	i	13
O=C(C#Cc1ccccc1)NCc1ccccc1F	i	i	i	i	1	i	i	0.5	i	i	-4
O=C(NC(=S)Nc1ccc2c(c1)OCCO2)c1ccccc1F	i	i	i	i	1	i	i	1.9	i	i	0
O=C(CCC(=O)N1CCOc2ccccc21)Nc1ccccc1Cl	i	i	i	i	16	i	i	-0.2	i	i	-13
COc1ccc(N2C(=S)NC3c4cc(Cl)ccc4OC2(C)C3C(=O)N(C)C)cc1 (stereo not drawn)	i	i	i	i	2	i	i	1.1	i	i	-4
COC(=O)c1[nH]c2ccc(F)cc2c1NS(=O)(=O)c1ccc(OC)cc1OC	i	i	i	i	1	i	i	0.2	i	i	-6
COc1cccc(CN2CC(C(=O)NCc3ccc(C)c(F)c3)CCC2=O)c1 (stereo not drawn)	i	i	i	i	0	i	i	-0.3	i	i	-3
CCOc1ccccc1NC(=O)Cn1c(=O)oc2cc(Cl)ccc21	i	i	i	i	-3	i	i	-1.3	i	i	13
Cc1ccc(CNC(=O)c2ccc(N3CCC4(CC3)CC(c3ccccc3)=NO4)c(NC(=O)c3c(Cl)cccc3Cl)c2)cc1	i	i	i	i	-1	i	i	0.0	i	i	5
O=S(=O)(Cc1ccccc1Cl)Nc1ccccn1	i	i	i	i	2	i	i	0.0	i	i	-5
CC(C)CC(=O)NCCc1ccncc1	i	i	i	i	0	i	i	0.0	i	i	1
O=C(/C=C/c1ccccc1)N/C(=C/c1ccccc1)C(=O)NCCCO	i	i	i	i	-5	i	i	-0.1	i	i	4
O=C(CSc1nnc(CNC(=O)c2ccccc2)o1)Nc1nccs1	i	i	i	i	10	i	i	-0.1	i	i	-6
O=C(NCc1cccs1)C1CCCN(C(=O)Nc2ccc(F)cc2)C1 (stereo not drawn)	i	i	i	i	10	i	i	0.3	i	i	-2
CC(C)C[C@H]1CN=C(Nc2ccccc2)N1CCCC1CCCCC1	i	i	i	i	-6	i	i	-0.4	i	i	10
Cc1ccc(C)c(S(=O)(=O)Nc2ccccc2C(=O)Nc2ccccc2N2CCOCC2)c1	i	i	i	i	-3	i	i	-13	i	i	-1
COc1ccccc1N1CCN(C(=O)/C=C/c2ccc(C)cc2)CC1	i	i	i	i	3	i	i	0.3	i	i	u
O=C(Nc1nnc(S(=O)(=O)N2CCCC2)s1)c1ccccc1F	i	i	i	i	0	i	i	-0.3	i	i	13
Cc1ccc(C(=O)O/N=C2\CCCc3ccccc32)cc1	i	i	i	i	14	i	i	0.7	i	i	0
O=C(CCN1C(=O)c2ccc([N+](=O)[O-])cc2C1=O)Nc1ccc(O)cc1C(=O)O	i	i	i	i	4	i	i	0.0	i	i	8
O=C(CSc1nnc2scc(-c3ccc(F)cc3)n12)NCc1ccco1	i	i	i	i	-1	i	i	-0.3	i	i	-7
CC(C)(C)NC(=O)NC(=O)CN1CCN(C(c2ccccc2)c2ccccc2)CC1	i	i	i	i	-1	i	i	-1.1	i	i	x
CC1C(=O)N2CCCc3cc(NC(=O)C4CCCCC4)cc1c32 (stereo not drawn)	i	i	i	i	-3	i	i	-30	i	i	0
COc1ccc(NC(=O)CN(C)C2CCCCC2)cc1Cl	i	i	i	i	-5	i	i	-1.0	i	i	-4
COc1cccc2c(=O)n(CC(=O)Nc3cccc(F)c3)ccc12	i	i	i	i	-17	i	i	0.2	i	i	-1
Cc1ccc(C)c(N2CCN(S(=O)(=O)c3ccc4c(c3)C(C)(C)C(=O)N4C)CC2)c1	i	i	i	i	-8	i	i	0.0	i	i	1
O=C(O)C1CCCN1c1ncnc2c1oc1ccccc12 (stereo not drawn)	i	i	i	i	8	i	i	2.0	i	i	-1
CCOC(=O)c1[nH]c2ccccc2c1NC(=S)Nc1cc(C)ccc1C	i	i	i	i	2	i	i	-0.2	i	i	-2
CC(=O)c1ccc(N2CCN(C(=O)[C@H](C)NC(=O)c3ccccc3Cl)CC2)cc1	i	i	i	i	-14	i	i	-0.2	i	i	0
CCS(=O)(=O)N1CCC(C(=O)Nc2cc([N+](=O)[O-])ccc2C)CC1	i	i	i	i	9	i	i	-0.9	i	i	7
CCC(C)(C)NC(=O)CN(C(=O)CCC(=O)Nc1nccs1)c1ccc2c(c1)OCCO2	i	i	i	i	-5	i	i	0.5	i	i	8
O=C(/C=C/c1cccs1)c1ccc(NC(=O)c2cccc(Br)c2)cc1	i	i	i	i	-5	i	i	2.7	i	i	13
CCCn1c(SCC(=O)Nc2nnc(CC)s2)nnc1-c1ccco1	i	i	i	i	-5	i	i	-44	i	i	-3
CC(=O)NC1C(OCCOc2ccc(Cl)cc2C)OC(CO)C(O)C1O (stereo not drawn)	i	i	i	i	4	i	i	1.8	i	i	-2
CCCc1ccc(-c2cc(C(=O)NC3=NCCS3)c3ccccc3n2)cc1	i	i	i	i	12	i	i	2.8	i	i	9

Carrying on:
SMILES	RGS4 block	MrgX1 PAM	MrgX1 agonist	MrgX1 antag	Platelet DG rel	RGS4 pot	TRPC4 inh	HIF activator	TRPC6 inhibitor	TRPC6 act	SKKanGAS inh
O=C(CSc1nnc2ccccn12)NC(=O)Cc1ccccc1	i	i	i	i	-11	i	i	-0.7	i	i	1
COc1cc2c(cc1OC)C(c1cc3cc4c(cc3[nH]c1=O)OCO4)N(C(=O)C(C)C)CC2 (stereo not drawn)	i	i	i	i	1	i	i	-0.2	i	i	-2
CC(C)[C@H](NC(=O)c1ccco1)C(=O)Nc1ccc(OC(F)F)cc1	i	i	i	i	x	i	i	0.2	i	i	1
CC1CCN(C(=O)c2ccc(NC(=O)c3cccs3)cc2)CC1	i	i	i	i	-1	i	i	-2.1	i	i	-1
Cc1cc(NC(=O)CSc2nnc(CNC(=O)c3ccc(C(C)(C)C)cc3)o2)no1	i	i	i	i	10	i	i	-0.4	i	i	35
CCCCCCN1C=CC=C/C1=C/C=C(C#N)C#N	i	i	i	-8.1*	-8	i	i	u	i	26*	2
COc1ccc(C(=O)Nc2ccc(NC(=O)c3cnccn3)cn2)cc1	i	i	i	i	-4	i	i	-0.2	i	i	0
Cc1cc(NC(=O)CCCN2C(=O)/C(=C/c3cccs3)SC2=S)no1	i	i	i	i	7	i	i	0.1	i	i	0
Cc1cccc(NC(=O)NNC(=O)c2cc(-c3ccccc3Cl)nc3ccccc23)c1	i	i	i	i	-7	i	i	-0.3	i	i	12
Cc1csc(NC(=O)COc2ccc3c(C)cc(=O)oc3c2)n1	i	i	i	i	3	i	x	1.7	i	i	-3
COc1ccc(NC(=O)CN2C(=O)N(C)Cc3ccccc32)c(C)c1	i	i	i	i	6	i	i	-0.4	i	i	-9
O=C(NC1CCCCC1)N1CCN(S(=O)(=O)c2ccc(F)cc2)CC1	i	i	i	i	0	i	i	0.0	i	i	-2
CCOc1ccc(CNC(=O)Nc2ccccc2)cc1	i	i	i	i	3	i	i	-4.1	i	i	2
CN1CCN(C(=S)c2cn(CCOc3ccccc3F)c3ccccc23)CC1	i	i	i	i	-4	i	i	-0.6	i	i	0
Clc1ccc(SCCCN2CCCCC2)cc1	i	i	i	i	-2	i	i	0.7	i	i	3
Cc1cc(C)n(-c2nc3ccccc3n3cnnc23)n1	i	i	i	i	-1	i	i	0.3	i	i	3
CCOc1c2ccc(C(=O)NCCCCc3ccccc3)cc2nn1C	i	i	i	i	3	i	i	-0.7	i	i	-7
CCn1c(SCC(=O)Nc2ccc3c(c2)OCCO3)nnc1-c1ccco1	i	i	i	i	-2	i	i	-0.1	i	i	0
